PREPL inh – inhibitors of human prolyl oligopeptidase-like enzyme PREPL; Q4J6C6; recombinant PREPL, fluorescence polarization activity-based probe; inhibition, % at 5.96 µM; 320,000 tested, 0.68% active; in the data active = inhibition above about 43%;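 note: 0% = enzyme with DMSO and 100% = wells lacking enzyme; many of its hits are not listed in these tables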
PAFAH1B3 inh – inhibitors of human PAFAH1B3. recombinant PAFAH1B3, FP-rhodamine probe, fluorescence polarization. 340,000 tested, 0.28% active. Q15102. inhibition, % at 3.39 µM. AID 492972;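 active = inhibition above the screen-wide average of all tested compounds plus 3 SD, cut at about 25% in these data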;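 note: 0% = enzyme with DMSO only and 100% = wells lacking PAFAH1B3 protein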
pPAFAH inh – inhibitors of human plasma PAF acetylhydrolase (pPAFAH) | Q13093 | recombinant pPAFAH, FP-rhodamine probe fluorescence polarization | inhibition, % at 3.39 µM | 330,000 tested, 1.5% active | AID 463082;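 active = inhibition above the mean inhibition across the screen plus 3 SD, cut at about 25% in these data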;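 note: inhibitors block binding of the rhodamine activity-based probe so polarization drops; 0% = enzyme with DMSO and 100% = wells lacking pPAFAH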
Target sequence (Q13093 whole entry, looked up): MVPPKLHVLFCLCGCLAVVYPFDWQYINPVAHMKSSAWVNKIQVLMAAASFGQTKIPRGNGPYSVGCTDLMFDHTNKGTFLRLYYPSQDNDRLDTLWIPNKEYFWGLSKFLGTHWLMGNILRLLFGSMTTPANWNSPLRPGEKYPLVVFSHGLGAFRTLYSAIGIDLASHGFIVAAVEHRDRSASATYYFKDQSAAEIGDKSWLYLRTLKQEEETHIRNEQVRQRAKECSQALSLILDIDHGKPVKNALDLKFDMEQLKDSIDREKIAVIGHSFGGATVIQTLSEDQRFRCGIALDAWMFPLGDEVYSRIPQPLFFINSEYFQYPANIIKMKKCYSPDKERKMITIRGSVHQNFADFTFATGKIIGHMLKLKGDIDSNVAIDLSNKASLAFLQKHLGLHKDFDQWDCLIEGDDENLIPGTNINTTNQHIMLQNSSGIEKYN
LYPLA2 inh – blocks human lysophospholipase 2, a PME1 counter-screen; O95372; inhibition, % at 5.9 µM; 320,000 tested, 0.38% active; recombinant LYPLA2, FP-Rh probe fluorescence polarization;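 active = inhibition above the screen-wide mean plus 3 SD, limit set per campaign, cut at about 26% in these data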;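 note: 0% = LYPLA2 with DMSO and 100% = wells lacking LYPLA2 enzyme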
PAFAH1B2 inh – inhibitors of human PAFAH1B2. 340,000 tested, 1.2% active. P68402. recombinant PAFAH1B2, FP-rhodamine activity probe, fluorescence polarization. inhibition, % at 3.39 µM;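 active = inhibition above the mean of all tested compounds plus 3 SD, cut at about 24% in these data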;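 note: 0% = enzyme with DMSO and 100% = wells lacking PAFAH1B2; many of its hits are not listed in these tables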
GSTO1 inh – GSTO1 inhibition, counter-screen for RBBP9 inhibitors; P78417; recombinant GSTO1, activity-based probe fluorescence polarization; inhibition, % at 5.96 µM; 300,000 tested, 1.1% active; AID 1974;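 active = inhibition above the campaign mean inhibition plus 3 SD, cut at about 35% in these data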;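 note: 0% = GSTO1-1 with DMSO and 100% = wells lacking GSTO1-1 enzyme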
Target sequence (P78417 whole entry, looked up): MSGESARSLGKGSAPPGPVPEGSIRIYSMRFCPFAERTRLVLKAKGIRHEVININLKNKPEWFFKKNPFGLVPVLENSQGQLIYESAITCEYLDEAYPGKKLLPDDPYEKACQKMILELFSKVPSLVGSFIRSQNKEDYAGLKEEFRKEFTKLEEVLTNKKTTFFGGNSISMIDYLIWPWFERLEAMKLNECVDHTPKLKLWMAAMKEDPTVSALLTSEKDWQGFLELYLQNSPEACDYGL
LYPLA1 inh – LYPLA1 (human) inhibition in PME1 counter-screen | O75608 | recombinant LYPLA1, FP-Rh probe fluorescence polarization | inhibition, % at 5.9 µM | 320,000 tested, 0.16% active | AID 2174;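 active = inhibition above the mean of all tested compounds plus 3 SD, set per campaign, cut at about 14% in these data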;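 note: inhibitors block serine hydrolase probe labeling of LYPLA1 so polarization falls; 0% = enzyme with DMSO and 100% = wells lacking LYPLA1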
Target sequence (O75608 whole entry, looked up): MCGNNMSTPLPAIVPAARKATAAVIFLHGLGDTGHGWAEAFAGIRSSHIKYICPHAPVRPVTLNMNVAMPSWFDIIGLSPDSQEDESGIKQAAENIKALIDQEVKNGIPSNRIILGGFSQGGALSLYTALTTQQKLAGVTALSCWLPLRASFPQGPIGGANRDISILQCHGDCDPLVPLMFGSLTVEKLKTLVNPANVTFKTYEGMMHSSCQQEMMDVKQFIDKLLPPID
PAFAH2 FP inh – PAFAH2 (human) inhibition. Q99487. recombinant PAFAH2, FP-rhodamine activity probe, fluorescence polarization. inhibition, % at 3.39 µM. 340,000 tested, 0.99% active. AID 492956;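 active = inhibition above the mean over all tested compounds plus 3 SD, cut at about 30% in these data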;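 note: inhibitors block probe labeling of enzyme so polarization drops; 0% = enzyme with DMSO and 100% = wells lacking PAFAH2 protein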
PAD4 FP inh – inhibitors of human PAD4; inhibition, % at 6.36 µM; recombinant PAD4, RCA probe fluorescence polarization; Q9UM07; AID 485272; 330,000 tested, 0.41% active;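 active = percent inhibition above a cutoff equal to the mean of all tested compounds plus 3 SD, cut at about 15% in these data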;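 note: 0% = PAD4 with RCA probe and DMSO and 100% = probe without PAD4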
An asterisk follows results filed as active; · = not tested or not shown. The list is partial, so the mix of outcomes need not match the whole.

SMILES | PREPL inh | PAFAH1B3 inh | pPAFAH inh | LYPLA2 inh | PAFAH1B2 inh | GSTO1 inh | LYPLA1 inh | PAFAH2 FP inh | PAD4 FP inh
CC1Cc2ccccc2N1S(=O)(=O)c1cccc(C(=O)OCC(=O)N2CCOCC2)c1 (centres undefined) | 7 | 4 | 8 | · | 9 | · | · | 16 | 1
COc1ccc(CC(=O)Nc2nc(C)cs2)cc1S(=O)(=O)N1CCOCC1 | 5 | 13 | 3 | 2 | 7 | · | 4 | -5 | -1
O=c1c2oc3ccccc3c2[nH]c(=S)n1-c1ccc(F)cc1 | 1 | 8 | 1 | 0 | -7 | -1 | 0 | -7 | 0
CC(C)NC(=O)C(=O)N/N=C/c1ccco1 | 7 | 2 | 5 | -5 | -1 | 5 | -2 | -9 | 0
COc1ccc(CN2CC(C(=O)NCCCOC(C)C)CC2=O)cc1 (centres undefined) | -4 | 4 | 6 | -3 | 6 | 3 | -1 | -4 | -3
CC(=O)N1CCOc2ccc(S(=O)(=O)N3CCC(C(=O)Nc4ccc(F)cc4)CC3)cc21 | -2 | 4 | 2 | 0 | 1 | -1 | -2 | -1 | 5
O=C1N/C(=N/c2ccccn2)SC1Cc1ccccc1 (centres undefined) | 6 | 9 | 4 | 13 | 0 | 4 | 7 | -2 | 1
Cc1cc(O)ccc1NC(=S)NC(=O)c1cncc(Br)c1 | -3 | 7 | 10 | 7 | 4 | 6 | -1 | 4 | 1
Cc1cc(C)c2c(c1)C1(OCCO1)C(=O)N2 | 7 | 1 | 5 | 7 | 3 | 3 | 5 | -1 | -8
O=C(NCCc1c[nH]c2ccccc12)C(=O)NCC1OCCN1S(=O)(=O)c1ccccc1 (centres undefined) | 25 | 0 | 8 | -4 | 11 | -5 | -5 | -6 | -5
Cc1ccc(C(=O)c2c(NC(=O)c3ccccc3)sc(C)c2C)cc1 | 5 | 6 | 0 | -4 | -2 | -3 | -2 | 2 | -4
COCCN(C(=O)c1csnn1)C(C(=O)NC1CCCCC1)c1ccccc1F (centres undefined) | 25 | -6 | 2 | -3 | 4 | 2 | 4 | 0 | -3

Overlap with the part before: two entries; new compounds follow.
SMILES | PREPL inh | PAFAH1B3 inh | pPAFAH inh | LYPLA2 inh | PAFAH1B2 inh | GSTO1 inh | LYPLA1 inh | PAFAH2 FP inh | PAD4 FP inh
Cc1ccc(C(=O)c2c(NC(=O)c3ccccc3)sc(C)c2C)cc1 | 5 | 6 | 0 | -4 | -2 | -3 | -2 | 2 | -4
COCCN(C(=O)c1csnn1)C(C(=O)NC1CCCCC1)c1ccccc1F (centres undefined) | 25 | -6 | 2 | -3 | 4 | 2 | 4 | 0 | -3
CCOc1cc(NC(=S)NCC2CCCO2)c(OCC)cc1NC(=O)CC (centres undefined) | 8 | 8 | 0 | 0 | 1 | -1 | 2 | 6 | -3
COc1ccc(/C=N/NS(=O)(=O)c2ccc(NC(C)=O)cc2)cc1 | -2 | 2 | 0 | 2 | 5 | 9 | -1 | -4 | 2
COc1ccc(C2CC(c3ccccc3Cl)=NN2c2ccc(S(N)(=O)=O)cc2)cc1 (centres undefined) | · | 6 | 21 | · | 3 | · | · | 2 | 0
CCOc1ccc(/C(CC)=N/NC(=O)C2(C)CC2(Br)Br)cc1 (centres undefined) | 5 | -4 | 1 | 13 | 2 | 9 | 2 | 3 | -1
CCOC(=O)C(Sc1ncn[nH]1)c1ccccc1 (centres undefined) | -8 | 0 | 6 | -3 | 5 | 4 | -2 | 6 | 4
Cc1nc(NC(=O)COc2ccccc2)sc1C(=O)Nc1cccc(Cl)c1 | 2 | 3 | 3 | 2 | -1 | -6 | -2 | -3 | -9
COc1ccc(CCNC(=O)CCS(=O)(=O)c2ccc(C)cc2)cc1OC | 14 | 2 | -6 | 2 | 3 | 7 | 1 | 0 | 6
O=C(c1cc(-c2ccc(Br)cc2)on1)N1CCOCC1 | 5 | 12 | 7 | 6 | 4 | 3 | 2 | 1 | -1
CC1CCC(NC(=O)COC(=O)CNC(=O)c2ccc3ccccc3c2)CC1 (centres undefined) | 20 | 9 | 16 | 7 | 3 | · | 2 | 14 | -1
COc1ccc(C2CC(c3cccs3)=NN2S(=O)(=O)c2ccc(C)cc2)cc1 (centres undefined) | 0 | -1 | 0 | -1 | 5 | -2 | -2 | 2 | -2
O=C(Cc1cc(=O)[nH][nH]1)N/N=C/c1ccccc1Cl | 7 | · | 5 | -8 | · | 33 | -2 | · | -13
O=C(c1cc2nc(C3CC3)cc(C(F)F)n2n1)N1CCOCC1 | 7 | -9 | 10 | 1 | 1 | 1 | -4 | 11 | -8
Cn1ccnc1C1CCCCN1Cc1nc(-c2ccc3c(c2)OCO3)no1 (centres undefined) | 8 | 11 | 0 | 3 | 4 | 9 | 0 | -1 | -2
CC(C)CC(=O)N1CCN(Cc2ccccc2[N+](=O)[O-])CC1 | 1 | · | 4 | 4 | · | -3 | -1 | · | 1
CN(CC(=O)N1CCCCCC1)S(=O)(=O)c1ccc(F)cc1 | 10 | -2 | -2 | 0 | -1 | -4 | 0 | 4 | -6
O=[N+]([O-])c1ccc(-c2csc(N3CCCCCC3)n2)cc1 | -1 | 7 | 6 | -3 | 8 | 7 | -3 | 2 | 0
CCNC(=O)c1ccc(-n2nc(C(F)(F)F)c3c2CCCC3)cc1 | 4 | 0 | 3 | -5 | 5 | 3 | -2 | -5 | 0
CC1(C)CC2CC(C)(CN2C(=S)Nc2ccccc2)C1 (centres undefined) | 11 | 0 | 0 | -3 | 14 | 4 | -1 | 3 | 2
COc1ccc(-c2ccc3sc4ccccc4c(=O)c3c2)cn1 | 2 | 10 | 0 | 4 | 4 | 7 | 1 | 0 | 0
O=C(CNC(=O)C1CCCCC1)OCC(=O)c1ccc(Cl)s1 | 3 | 10 | 6 | -4 | 2 | -13 | -1 | 1 | 1
O=C(Nc1ccc(-c2cn3c(n2)SCC3)cc1)c1ccc2ccccc2n1 | 9 | -4 | 0 | -8 | 0 | -37 | -3 | 4 | -2
Cn1cc(/C=C(\NC(=O)c2ccccc2Cl)C(=O)N2CCOCC2)c2ccccc21 | -5 | 0 | -1 | -5 | 1 | 1 | -4 | 2 | -2
COc1ccc(S(=O)(=O)CCC(=O)N2CCN(c3ccccc3F)CC2)cc1 | -8 | 1 | -3 | 0 | -7 | 2 | -2 | -10 | 6
O=[N+]([O-])c1ccccc1S(=O)(=O)N1CCCC(C(F)(F)F)C1 (centres undefined) | 16 | 11 | 1 | -1 | 4 | 2 | 1 | 2 | -9
Cc1cccc(C)c1NC(=O)COc1cccc(/C=N/NC(=O)C(=O)NCc2ccccc2)c1 | -9 | 3 | 1 | 2 | 1 | 1 | -1 | 0 | 5
O=C(N/N=C/c1ccc2c(c1)OCO2)c1cc(-c2ccccc2)nc2ccccc12 | 0 | -6 | -7 | -56 | -7 | -7 | -25 | -15 | 0
COc1ccc(NC(=O)c2cnc(SCC(=O)NCCc3ccccc3)n(C)c2=O)cc1 | -6 | 2 | 5 | -4 | 0 | 0 | 1 | -3 | -1
Cc1cccc(N2C(=O)CC(Cn3nc(C)cc3C)C2=O)c1 (centres undefined) | 6 | -6 | 4 | 4 | -3 | 0 | 0 | -2 | 5
O=C(CSc1nc2ccc(Nc3nc(N4CCOCC4)nc(N4CCOCC4)n3)cc2s1)NCc1ccco1 | 15 | 3 | 8 | -14 | 0 | 7 | -3 | -3 | -5
O=C(O)c1nn(-c2ccc(F)cc2)ccc1=O | 17 | 1 | 7 | 5 | 5 | -2 | -4 | -3 | -1
C[C@H](CO)N1C[C@H](C)[C@@H](CN(C)S(=O)(=O)c2ccc(F)cc2)Oc2c(NC(=O)NC3CCCCC3)cccc2C1=O | 10 | 4 | 7 | · | 11 | · | · | 3 | 1
CCNC(=O)c1sc(-c2ccccc2)nc1C | 11 | 12 | 1 | 9 | 0 | -4 | 3 | -12 | 2
Cc1cc2c(OCC(O)CN3CCCC3)cccc2[nH]1 (centres undefined) | 16 | 7 | 1 | 5 | -2 | 4 | 4 | -2 | -3
Cc1ccc(NC(=O)N2CCC(C(=O)NCc3ccc(F)cc3)CC2)cc1 | 14 | 5 | -1 | 1 | 2 | 2 | -2 | -4 | -3
CC(C)[C@H](NC(=O)c1ccc(F)cc1)C(=O)OCC(=O)NC(=O)c1cccn1C | 8 | -2 | 1 | 2 | 1 | 1 | 0 | 8 | 2
COc1cc(OC)cc(-c2nc3ccccc3s2)c1 | -26 | -7 | -6 | -4 | 0 | -2 | -4 | -4 | -6

Given with values under each structure: part of the list above
Each structure is followed by: PREPL inh	PAFAH1B3 inh	pPAFAH inh	LYPLA2 inh	PAFAH1B2 inh	GSTO1 inh	LYPLA1 inh	PAFAH2 FP inh	PAD4 FP inh
O=C(N/N=C/c1ccc2c(c1)OCO2)c1cc(-c2ccccc2)nc2ccccc12
 : 0	-6	-7	-56	-7	-7	-25	-15	0
COc1ccc(NC(=O)c2cnc(SCC(=O)NCCc3ccccc3)n(C)c2=O)cc1
 : -6	2	5	-4	0	0	1	-3	-1
Cc1cccc(N2C(=O)CC(Cn3nc(C)cc3C)C2=O)c1 (centres undefined)
 : 6	-6	4	4	-3	0	0	-2	5
O=C(CSc1nc2ccc(Nc3nc(N4CCOCC4)nc(N4CCOCC4)n3)cc2s1)NCc1ccco1
 : 15	3	8	-14	0	7	-3	-3	-5
O=C(O)c1nn(-c2ccc(F)cc2)ccc1=O
 : 17	1	7	5	5	-2	-4	-3	-1
C[C@H](CO)N1C[C@H](C)[C@@H](CN(C)S(=O)(=O)c2ccc(F)cc2)Oc2c(NC(=O)NC3CCCCC3)cccc2C1=O
 : 10	4	7	·	11	·	·	3	1
CCNC(=O)c1sc(-c2ccccc2)nc1C
 : 11	12	1	9	0	-4	3	-12	2
Cc1cc2c(OCC(O)CN3CCCC3)cccc2[nH]1 (centres undefined)
 : 16	7	1	5	-2	4	4	-2	-3
Cc1ccc(NC(=O)N2CCC(C(=O)NCc3ccc(F)cc3)CC2)cc1
 : 14	5	-1	1	2	2	-2	-4	-3
CC(C)[C@H](NC(=O)c1ccc(F)cc1)C(=O)OCC(=O)NC(=O)c1cccn1C
 : 8	-2	1	2	1	1	0	8	2
COc1cc(OC)cc(-c2nc3ccccc3s2)c1
 : -26	-7	-6	-4	0	-2	-4	-4	-6

Additional records follow.
SMILES | PREPL inh | PAFAH1B3 inh | pPAFAH inh | LYPLA2 inh | PAFAH1B2 inh | GSTO1 inh | LYPLA1 inh | PAFAH2 FP inh | PAD4 FP inh
C=CCn1c(SCC(=O)c2cc(C)n(CC3CCCO3)c2C)nnc1-c1ccccc1 (centres undefined) | 10 | 5 | 3 | -1 | -2 | 3 | -3 | -1 | -3
COc1ccc(NC(=O)c2cc(S(=O)(=O)Nc3ccc(OC)cc3)cs2)cc1 | 1 | -1 | 6 | -6 | -2 | -3 | -7 | -8 | -6
C=CCc1c(OC(C)=O)c2ccccc2n(C)c1=O | 0 | 13 | 4 | -6 | 4 | -2 | -3 | 8 | 0
CC(=O)N1CCCN(C(=O)c2ccc3nc(Cc4cccc(Cl)c4)oc3c2)CC1 | 15 | 2 | 5 | 4 | 1 | 2 | 1 | -5 | 2
CCOc1ccc(S(=O)(=O)Nc2cc(S(=O)(=O)N3CCOCC3)ccc2OC)cc1 | -1 | 11 | 3 | 0 | -3 | · | 4 | -2 | 2
Cc1ccc(Cn2ncc(C)c2N)o1 | 1 | 1 | 2 | 4 | -1 | 5 | -2 | -5 | -4

Screening data from PubChem.
